Bioassay records: PubChem, several laboratories
DAX1 inh-1 = NR0B1 (DAX1) inhibition; P51843; HEK293 Gal4-DAX1 luciferase reporter, luminescence; inhibition, % at 6.75 µM; 0.99% of 340,000 active; AID 504766;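 active = inhibition above the mean over all tested compounds plus 3 SD, cut at about 4.2% in these data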;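 also: 0% = DAX1-transfected cells with DMSO and 100% = empty-vector control cells with DMSO; inhibition shows as a rise in luminescence from relieved DAX1 repression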
Target sequence (P51843 207-470 limits assumed): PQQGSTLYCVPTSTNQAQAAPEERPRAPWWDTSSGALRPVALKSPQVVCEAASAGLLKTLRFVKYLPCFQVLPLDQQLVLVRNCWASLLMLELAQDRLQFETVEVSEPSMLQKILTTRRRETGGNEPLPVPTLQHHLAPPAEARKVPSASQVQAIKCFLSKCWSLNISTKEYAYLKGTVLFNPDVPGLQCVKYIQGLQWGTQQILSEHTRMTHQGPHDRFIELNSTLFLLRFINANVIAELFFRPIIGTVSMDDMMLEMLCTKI
ADAM17 inh = inhibitors of human ADAM17. recombinant ADAM17, EDANS/DABCYL FRET peptide cleavage. 0.83% of 370,000 active. inhibition, % at 6.95 µM. P78536;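 active = inhibition above the mean of compounds lying between control limits plus 3 SD, set per campaign, cut at about 8.5% in these data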;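 also: 0% = DMSO-only wells as the low control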
hcDAF12 agonist = H. contortus DAF-12 activation, primary screen; 1.4% of 370,000 active; activation, % at 6.8 µM; HEK293 hcDAF-12 lit1-tk-luc reporter, luminescence; 0% DMSO, 100% Δ7-dafachronic acid;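 active = activation above the mean of all tested compounds plus 3 SD, cut at about 5.5% in these data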;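 also: 100% = response to 3 µM Δ7-dafachronic acid high control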
hgDAF12 agonist = activates the H. glycines DAF-12 receptor ligand-binding domain; 1.8% of 370,000 active; HEK293 GAL4-hgDAF12 UAS-luciferase reporter, agonist luminescence; normalized to butyrate control; activation, % at 6.8 µM;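 active = activation above a cutoff set at the mean of all screened compounds plus 3 SD, cut at about 10% in these data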;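 also: 0% = DMSO wells and 100% = sodium butyrate wells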
ADAM10 inh = ADAM10 inhibition, QFRET primary screen | O14672 | recombinant ADAM10, EDANS/DABCYL FRET peptide cleavage, 3 h | inhibition, % at 7 µM | 0.62% of 370,000 active;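 active = inhibition above a per-campaign cutoff equal to the mean of compounds falling between control-based bounds plus 3 SD, cut at about 20% in these data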;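 also: 0% = DMSO wells while the 100% control is not disclosed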
Target sequence (O14672 214-748 limits assumed): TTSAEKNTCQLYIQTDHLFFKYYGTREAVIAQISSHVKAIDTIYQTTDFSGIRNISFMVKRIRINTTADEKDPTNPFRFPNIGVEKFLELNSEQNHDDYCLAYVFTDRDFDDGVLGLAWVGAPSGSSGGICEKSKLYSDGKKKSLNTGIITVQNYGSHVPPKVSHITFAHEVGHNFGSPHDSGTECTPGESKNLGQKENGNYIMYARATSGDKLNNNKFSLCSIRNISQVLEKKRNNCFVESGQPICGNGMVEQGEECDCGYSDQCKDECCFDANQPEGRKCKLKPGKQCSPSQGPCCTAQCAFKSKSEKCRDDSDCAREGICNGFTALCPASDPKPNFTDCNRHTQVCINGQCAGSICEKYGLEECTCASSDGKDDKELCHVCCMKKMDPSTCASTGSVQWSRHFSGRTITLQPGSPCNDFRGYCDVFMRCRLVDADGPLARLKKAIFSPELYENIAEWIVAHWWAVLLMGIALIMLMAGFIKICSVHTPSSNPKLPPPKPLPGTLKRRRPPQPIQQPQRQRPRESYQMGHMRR
GAA850 FXN act = frataxin GAA850 promoter activation | HEK293 lucGAA850 FXN promoter luciferase reporter, 24 h; percent of 10 µM SAHA response | activation, % at 6 µM | 0.56% of 360,000 active | AID 540364;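 active = activation above the average of all compounds screened plus 3 SD, cutoff fixed separately per campaign, cut at about 7.5% in these data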;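 also: 0% = DMSO wells and 100% = 10 µM SAHA wells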
PG9 binder = binds the HIV-1 gp120 antibody PG9; TR-FRET gp120-PG9 antibody binding; inhibition, % at 6.7 µM; 0.43% of 360,000 active; AID 624416; in the data active = inhibition above about 8.5%
DAX1 inh-2 = inhibitors of DAX1 repression of SF-1 activated StAR promoter. HEK293T StAR-luciferase reporter, SF-1/DAX-1 repression relief. inhibition, % at 6.8 µM. 1.1% of 370,000 active. AID 652010;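 active = inhibition above the mean over all tested compounds plus 3 SD, cut at about 3.6% in these data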;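 also: 0% = DAX-1 cells with DMSO and 100% = cells lacking DAX-1 with DMSO; higher inhibition means more luminescence from relief of DAX-1 repression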
NPR1 activator = GC-A (human) enzyme activation; HEK293 GC-A cells, cGMP TR-FRET, EC30 ANP; 0% at EC30 ANP, 100% saturating ANP; activation, % at 10 µM; 0.14% of 370,000 active; AID 1671463; in the data active = activation above about 40%
ssDAF12 agonist = activates DAF-12 receptor from parasite S. stercoralis. HEK293 ssDAF-12/GRIP1 lit1-tk-luc reporter, luminescence; % of 3 µM dafachronic acid response. 1% of 370,000 active. activation, % at 6.8 µM;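 active = activation above the mean over all tested compounds plus 3 SD, cut at about 0.9% in these data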;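 also: 0% = DMSO-only wells and 100% = 3 µM delta7-dafachronic acid wells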
SMARCA2 activ = activators of SMARCA2 function | MG213 cells, MMTV-luciferase reporter, dexamethasone, overnight | activation, % at 9.1 µM | 1% of 370,000 active | AID 652017; in the data active = activation above about 7.8%;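 also: 0% = vehicle wells and 100% = reference activator wells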
* marks the source's active call; other numbers are inactive results; i = inactive; · = not tested or not shown. Not a hit list; any-hit rate near 6.8%.

SMILES	DAX1 inh-1	ADAM17 inh	hcDAF12 agonist	hgDAF12 agonist	ADAM10 inh	GAA850 FXN act	PG9 binder	DAX1 inh-2	NPR1 activator	ssDAF12 agonist	SMARCA2 activ
Cc1noc(C)c1CSCC(=O)N(CCC(C)C)c1c(N)n(Cc2ccccc2)c(=O)[nH]c1=O	-0.6	-2	-1.0	1.7	2	1.0	1.3	-0.4	5	-1.4	-1
COc1ccccc1C1CC(c2cccs2)=NN1C(=O)CCC(=O)O (centres undefined)	-0.9	-9	7.0*	8.3	-20	0.5	-4.1	0.3	0	-0.1	-2
CN(C)/C=N/c1cc(=O)n(C)c(=O)n1CC1CC1	-0.6	1	-1.3	-0.3	4	-0.6	2.1	0.3	2	-0.7	1
COc1ccc(C(C(=O)NC2CCCC2)n2c(C3CCN(C(C)=O)CC3)nc3ccccc32)cc1 (centres undefined)	·	1	2.1	9.2	-7	·	-1.4	1.4	10	-0.7	5
O=C1CN(C(=O)c2c(F)cccc2F)C(c2ccccc2)c2cc(Br)ccc2N1 (centres undefined)	0.4	3	-2.3	-2.2	3	3.7	0.0	-0.4	-40	-2.2	-1
CC(=O)NC1=NN(C(C)=O)C2(S1)C(=O)N(C(C)C)c1ccc(C)cc12 (centres undefined)	-0.3	0	2.9	2.2	0	0.4	0.0	0.4	-3	-1.2	0
Cc1ccc(S(=O)(=O)N2CCC(C(=O)OCC(=O)NCc3ccco3)CC2)cc1C	-0.7	-2	-0.9	4.2	1	1.4	-3.1	0.0	5	-0.8	-2
Cc1cccc(NC(=O)c2ncn3c2C(=O)N[C@@H](C)C3)c1	-0.8	-1	-1.0	8.1	-3	0.7	-0.6	-2.6	0	-1.1	1
CC(C)N1C(=O)c2ccccc2NC(=O)C1C(=O)NCc1cccc(C(F)(F)F)c1 (centres undefined)	·	-6	0.3	-2.8	-4	·	-1.2	-0.2	2	-1.2	-1
O=C1N2CCc3ccccc3C2CS(=O)(=O)N1Cc1ccc(F)cc1 (centres undefined)	·	0	-3.0	-1.6	6	·	·	-1.2	0	-0.6	-1
Brc1ccc(Cn2nnc(-c3ccc(N4CCOCC4)cc3)n2)cc1	·	0	-2.4	-1.2	7	·	·	0.4	0	-2.2	0
COc1ccc(NC(C)=O)cc1NC(=O)c1cccc(C(F)(F)F)c1	2.1	-1	0.8	-1.2	0	1.1	-0.1	-0.6	1	-1.9	-1
COc1ccc(C(=O)Nc2ncc(C)s2)cc1S(=O)(=O)N1CCCC1	-1.1	-1	0.7	4.3	0	-0.1	-1.4	-0.5	-2	-0.2	-3
O=C(c1cncc(Br)c1)N1CCN(S(=O)(=O)c2ccc(Cl)cc2)CC1	-0.4	-3	-0.5	-3.5	-1	0.8	1.0	-0.1	-11	-1.1	-4
CN(CC(=O)N1CCCC1)S(=O)(=O)c1cccc(Cl)c1	-0.6	-3	0.3	-0.5	2	1.9	0.5	-0.6	10	-0.9	-1
O=C(NC(=S)Nc1ccc(CN2CCOCC2)cc1)c1ccc2c(c1)OCCO2	-2.4	-3	-0.4	0.3	9	-1.5	-1.4	-0.7	-1	-1.9	-4
O=C(NCC1CCCO1)C1CCCN(S(=O)(=O)c2ccc(Cl)cc2)C1 (centres undefined)	-0.4	-2	-1.2	-0.2	0	0.2	1.1	0.1	-1	-0.6	-3
COCCNC(=O)C(c1ccc(C)o1)N(Cc1ccc(OC)cc1)C(=O)Cn1nnc2ccccc21 (centres undefined)	-0.7	-4	-1.4	1.2	-6	-1.8	0.3	-0.8	-16	-0.9	0
CS(=O)(=O)N1CCN(c2ccccc2NC(=O)c2ccc(-c3ccc(Br)cc3)o2)CC1	-1.1	1	0.0	-0.7	-1	0.5	4.3	-2.4	31	-2.1	-4
COc1ccc2nc(SCc3nc(N)nc(Nc4ccccc4)n3)[nH]c2c1	-0.4	0	-2.1	2.5	8	-1.1	0.9	0.6	0	-1.5	2
COC(=O)c1ccccc1NC(=S)NC(=O)c1cccc2ccccc12	0.1	-4	-0.2	-0.1	-4	-1.7	-1.1	0.4	·	-1.1	0
Cn1c(-c2cccc(F)c2)nc2c1c(=O)[nH]c(=O)n2Cc1ccccc1	-0.7	-3	-1.4	0.5	0	4.5	-2.8	0.1	4	-1.0	-1
O=C(COC(=O)c1ccc[nH]c1=O)c1ccc(Cl)s1	-0.7	1	-0.2	-1.6	5	0.7	0.5	0.0	3	-0.7	2
CCOC(=O)N1CCN(C(=O)Cc2ccc(-n3c(=O)[nH]c4ccccc4c3=O)cc2)CC1	0.3	-3	0.1	-1.0	-8	1.8	1.3	0.5	3	-0.7	-2
COCCN1C(=O)COc2ccccc2C1C(=O)Nc1c(C)cccc1C (centres undefined)	·	-3	-0.6	-2.3	-5	·	1.4	-0.1	0	-0.9	-3
COc1cc(OC)c(NS(=O)(=O)c2cc(Br)cnc2N)cc1Cl	0.2	1	0.1	-2.5	15	2.3	0.0	-0.1	-8	-0.9	1
c1coc(-c2nn3c(Cn4nnc5ccccc54)nnc3s2)c1	0.2	-6	-0.6	0.1	0	-0.6	-0.4	0.0	3	-1.4	0
CN(C)S(=O)(=O)c1cccc(NC(=S)NC(=O)C2CCCCC2)c1	-1.9	7	-0.5	3.4	5	3.2	-1.1	0.1	0	-1.7	2
CC(C)C(=O)Nc1cc(S(=O)(=O)Nc2cccc(Cl)c2)ccc1Cl	1.1	0	0.7	0.5	7	3.0	-0.6	0.0	-5	-1.5	0
COc1ccc(CC(=O)Nc2ccc(-c3noc(-c4cccc(OC)c4)n3)cc2)cc1	0.4	1	-1.0	-1.0	2	0.9	-0.6	0.8	0	-0.7	-1
Cc1ccc(C2N(C)c3ccccc3-c3nc4ccccc4n32)o1 (centres undefined)	0.1	i	0.1	0.7	i	-0.1	1.4	-1.0	-36	-1.3	-2
CCC(C)C(=O)Nc1c2c(nc3c1CCC3)CCCC2 (centres undefined)	1.4	-1	-2.3	4.5	-6	-1.1	-0.1	-0.7	1	-1.2	-1
CCC1(c2ccc(F)cc2)NC(=O)N(CC(=O)N(C)C2CCS(=O)(=O)C2)C1=O (centres undefined)	0.7	-6	2.0	1.2	-2	0.3	0.4	1.8	4	0.1	-2
COc1cc(OC)cc(C(=O)N[C@H](C(=O)N2CCc3ccccc32)C(C)C)c1	0.0	-3	1.3	0.9	-5	-1.7	-1.2	-0.5	-21	-1.2	-1
COc1ccc(-n2c(SCC(=O)Nc3cc(C)on3)nc3c(c2=O)SCC3)cc1OC	-1.0	-1	-0.3	-2.7	-3	-1.2	-1.1	-0.3	4	-1.1	-3
CC(C)Oc1ccc(CSc2nnc3n(C)c(=O)c4c5c(sc4n23)CCCC5)cc1	-0.4	-3	-1.4	1.0	-1	1.6	-3.6	-0.6	-8	-1.2	-2
COc1ccc(NC(=O)Nc2ccc3c(c2)C(=O)N([C@H](C)CO)C[C@H](C)[C@@H](CN(C)S(=O)(=O)c2ccc(OC)cc2)O3)cc1	6.4*	3	-0.8	-0.6	9	0.8	0.8	0.0	1	-0.8	0
N=c1c2c(n(Cc3cccc(Cl)c3)c3c1CCC3)CCCC2	-2.2	0	-4.8	-9.0	-6	-2.9	-0.3	-3.3	·	-2.8	-8
O=c1[nH]c(=S)n2c(c1-c1ccccc1)OC(CBr)C2 (centres undefined)	1.0	-3	-1.4	1.9	-5	-0.1	0.3	0.2	1	-1.1	-6
CCOC(=O)c1[nH]c(C)c(/C(O)=C2\C(=O)C(=O)N(CCCN(C)C)C2c2cccnc2)c1C (centres undefined)	-0.3	-3	-1.5	-0.1	4	-0.2	0.2	0.3	8	-1.2	0

Among those listed so far, 2 have a CF3 group:
SMILES	DAX1 inh-1	ADAM17 inh	hcDAF12 agonist	hgDAF12 agonist	ADAM10 inh	GAA850 FXN act	PG9 binder	DAX1 inh-2	NPR1 activator	ssDAF12 agonist	SMARCA2 activ
CC(C)N1C(=O)c2ccccc2NC(=O)C1C(=O)NCc1cccc(C(F)(F)F)c1 (centres undefined)	·	-6	0.3	-2.8	-4	·	-1.2	-0.2	2	-1.2	-1
COc1ccc(NC(C)=O)cc1NC(=O)c1cccc(C(F)(F)F)c1	2.1	-1	0.8	-1.2	0	1.1	-0.1	-0.6	1	-1.9	-1

The listing picks up; the two compounds before the break are reprinted first.
SMILES	DAX1 inh-1	ADAM17 inh	hcDAF12 agonist	hgDAF12 agonist	ADAM10 inh	GAA850 FXN act	PG9 binder	DAX1 inh-2	NPR1 activator	ssDAF12 agonist	SMARCA2 activ
O=c1[nH]c(=S)n2c(c1-c1ccccc1)OC(CBr)C2 (centres undefined)	1.0	-3	-1.4	1.9	-5	-0.1	0.3	0.2	1	-1.1	-6
CCOC(=O)c1[nH]c(C)c(/C(O)=C2\C(=O)C(=O)N(CCCN(C)C)C2c2cccnc2)c1C (centres undefined)	-0.3	-3	-1.5	-0.1	4	-0.2	0.2	0.3	8	-1.2	0
Nc1nn2c(-c3ccccc3)cc(=O)[nH]c2c1N=Nc1ccc(Br)cc1	4.1	0	0.1	-1.8	-3	2.2	-1.9	0.3	2	-0.5	0
COc1ccccc1CN1C[C@@H]2C[C@@H](C3=Cc4cccc(OC)c4OC3)N3CCC[C@@]23C1=O	-0.8	1	0.7	-1.6	-2	-1.0	1.8	-0.5	0	-1.4	1
COc1cc(F)c(C2=CC(=O)C[C@H](c3ccc(F)cc3)C2)cc1F	1.0	-4	-0.5	-1.1	-8	1.5	-0.7	-0.3	0	-1.1	0
C=CCSc1nnc(NC(=O)Cc2ccc(OC)c(OC)c2)s1	0.1	-2	0.5	2.6	3	3.1	-1.8	0.0	2	-1.4	-2
CC(=O)Oc1cc(OC(C)=O)c2c(C)cc(=O)oc2c1	0.8	i	2.5	2.7	i	0.4	0.9	0.6	4	-0.9	2
CC(=O)c1ccc(N2CCN(S(=O)(=O)c3c(C)[nH]c(C)c3C(=O)N3CCCCC3)CC2)cc1	1.7	-5	-1.3	0.8	-6	2.4	-0.1	-0.3	1	-0.3	-1
CCN(Cc1ccccc1)c1ccc(/C=N/NC(=S)NC(C)C)cc1	-1.1	-46	2.1	0.2	-128	1.5	-2.1	-0.9	-1	-1.0	1
O=[N+]([O-])c1ccccc1S(=O)(=O)N1CCN(Cc2ccccc2)CC1	-0.3	-1	-1.1	-0.7	-6	0.7	-1.6	-0.3	-4	-0.7	-2
Cn1cccc1/C=N/NC(=O)c1ccccn1	1.1	-3	1.7	12*	-4	5.1	-0.4	3.7*	2	0.0	2
O=C(c1ccccn1)c1cc2ccccc2n1S(=O)(=O)c1ccccc1	-0.5	-2	2.8	1.1	6	1.1	3.0	0.4	-4	-1.3	2
CC(C)NC(=O)COC(=O)c1cccc(NS(=O)(=O)/C=C/c2ccccc2)c1	0.3	-1	2.4	-3.4	-1	1.0	-0.1	0.1	1	-1.9	-2
CCS(=O)(=O)c1ccc(-c2csc(-c3ccccc3Cl)n2)c(Cl)c1Cl	0.0	1	-2.8	-0.5	6	3.6	-1.7	0.5	-2	-1.2	1
CSc1ncccc1C(=O)OCC(=O)Nc1cccc(S(=O)(=O)N2CCOCC2)c1	0.5	-1	-1.4	-1.6	6	0.7	-3.1	0.0	1	-0.5	2
COC(=O)c1ccc(NS(=O)(=O)c2cc3c4c(c2)C(C)C(=O)N4CCC3)cc1 (centres undefined)	-0.6	-3	0.3	1.8	-6	2.8	0.2	0.4	1	-1.0	-1
CSc1nc(Cl)c(C#N)c(-c2ccc(C)cc2)n1	-0.4	-2	-3.2	-1.9	5	0.7	2.8	-0.6	2	-1.1	4
